KCNH2 3.1 block = qHTS for Inhibitors of KCHN2 3.1: Mutant qHTS; Potassium voltage-gated channel subfamily H member 2, brain isoform KCNH2 3.1 (human); U2OS KCNH2 3.1, thallium flux FluxOr; active compounds read low; activity change, % (tested at about 1.8 µM); 340,000 compounds, 0.95% hits; AID 720553, 2013;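 active means maximum activity change below -70%; inconclusive means maximum activity change from -70% to -50%; inactive means maximum activity change above -50%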;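 further: thallium influx rate constant from kinetic fluorescence after stimulation buffer; on the % scale 0 is the no-effect control and ±100 the full control effect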
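U2OS cells transduced with KCNH2 3.1 mutant virus (1.77 x 10^8 /mL, 4 h), plated overnight at 37 C, loaded 45 min with FluxOr dye plus Red40 quencher. Thallium flux rate constant from kinetic reads after stimulation buffer, normalised to controls.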
ELG1 genotoxic = qHTS screen for small molecules that induce genotoxicity in human embryonic kidney (HEK293T) cells expressing luciferase-tagged ELG1; 330,000 compounds, 1.3% hits; Potency, µM (series often up to 46 µM), for the others: at the highest dose activity change, positive = activation, most hits filed as activators; HEK293T ELG1-luciferase reporter, luminescence, 16 h; further: potency means the concentration at half of the fitted maximal effect; % of control where 0% means no effect; nearly all actives have a fitted effect of over 60% in size
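ELG1-luciferase HEK293T cells, 2,000/well; compound pinned in; 16 hr, 37 °C, 5% CO2; ONE-Glo, 30 min RT; luminescence on CCD imager.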
Coupling enz = qHTS Assay for Inhibitors of Fructose-1,6-bisphosphate Aldolase from Giardia Lamblia: Coupling assay counterscreen; coupling enzyme system counterscreen, AmpLite Red fluorescence; activity change, negative = inhibition, % at 58.2 µM, hits read low; 290,000 compounds, 0.67% hits; in the data active means activity change below about -30%; further: on the % scale 0 is the no-effect control and ±100 the full control effect
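Final compound at 57.5 uM, incubated 10 min at RT with coupling enzyme reagent (glyceraldehyde-3-phosphate), then 20 min with substrate and AmpLite Red detection. Fluorescence read at 525/598 nm; tests interference with the coupling assay, not aldolase inhibition.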
NPC1 promoter act = qHTS Assay for NPC1 Promoter Activators. Huh7 NPC1 promoter luciferase reporter, 24 h. Potency, µM (series often up to 9.22 µM), without a hit: top-dose activation, usual class: activators. 320,000 compounds, 2.4% hits;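 further: potency means the concentration at half of the fitted maximal effect; % of control where 0% means no effect; nearly all actives have a fitted effect of over 60% in size; reporter is driven by a mutant NPC1 promoter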
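Luminescence read-out of NPC1 promoter-driven luciferase in stably transfected Huh7 cells; compounds delivered in DMSO and left 24 h at 37C, 5% CO2, qHTS titration format.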
VP16 counter = VP16 counterscreen qHTS for inhibitors of ROR gamma transcriptional activity; Drosophila S2 Gal4-VP16 UAS-luciferase, luminescence, 20 h; Potency, µM (titrated, usually from 53.6 µM), inactives show at the highest dose activity, negative = inhibition, most hits filed as inhibitors; 310,000 compounds, 3.5% hits; AID 2546, 2010;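 further: Gal4-VP16 expression switched on by copper sulfate through the metallothionein promoter; potency means the concentration at half of the fitted maximal effect; on the % scale 0 is the no-effect control and ±100 the full control effect; nearly all actives have a fitted effect of over 50% in size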
Rab9 prom act = qHTS Assay for Rab9 Promoter Activators. Huh7 Rab9 promoter-luciferase reporter, luminescence, 24 h. Potency, µM (doses to about 9.22 µM), for inactives: top-dose activation, negative = inhibition, usual class: activators. 320,000 compounds, 2.8% hits; further: potency means the concentration at half of the fitted maximal effect; % of control where 0% means no effect; nearly all actives have a fitted effect of over 60% in size
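Huh7 reporter line, Rab9 promoter upstream of luciferase. Compound exposure 24 h at 37 °C in reduced-serum medium with 10% FBS. Read-out: luminescence.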
Giardia killer = Small Molecules that selectively kill Giardia lamblia: qHTS. Giardia lamblia trophozoite viability. activity change, % at 7.66 µM, hits read low. 340,000 compounds, 0.15% hits. AID 540267, 2011; in the data active means activity change below about -80%; inconclusive means between about -30% and that limit;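 further: parasites exposed to compound for two days anaerobically before the ATP read; on the % scale 0 is the no-effect control and ±100 the full control effect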
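ATP-content bioluminescence gauges trophozoite survival. Cells (100/well) receive compound and incubate anaerobically for 48 hrs at 37 deg C; detection reagent follows for 15-30 min at room temperature.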
FLuc counter = qHTS profiling assay for firefly luciferase inhibitor/activator using purifed enzyme and Km concentrations of substrates (counterscreen for miR-21 project). Luciferin 4-monooxygenase (Photinus pyralis), P08659. purified FLuc, Km substrates, luminescence inhibition. Potency, µM (series often up to 57.5 µM), for the others: at the top dose activity change, negative = inhibition, hits mostly inhibitors. 360,000 compounds, 6.9% hits. AID 588342, 2011;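 further: potency means the concentration at half of the fitted maximal effect; plate controls were vehicle for no effect and reference inhibitor for full effect; nearly all actives have a fitted effect of over 55% in size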
Target sequence (P08659 whole entry, looked up): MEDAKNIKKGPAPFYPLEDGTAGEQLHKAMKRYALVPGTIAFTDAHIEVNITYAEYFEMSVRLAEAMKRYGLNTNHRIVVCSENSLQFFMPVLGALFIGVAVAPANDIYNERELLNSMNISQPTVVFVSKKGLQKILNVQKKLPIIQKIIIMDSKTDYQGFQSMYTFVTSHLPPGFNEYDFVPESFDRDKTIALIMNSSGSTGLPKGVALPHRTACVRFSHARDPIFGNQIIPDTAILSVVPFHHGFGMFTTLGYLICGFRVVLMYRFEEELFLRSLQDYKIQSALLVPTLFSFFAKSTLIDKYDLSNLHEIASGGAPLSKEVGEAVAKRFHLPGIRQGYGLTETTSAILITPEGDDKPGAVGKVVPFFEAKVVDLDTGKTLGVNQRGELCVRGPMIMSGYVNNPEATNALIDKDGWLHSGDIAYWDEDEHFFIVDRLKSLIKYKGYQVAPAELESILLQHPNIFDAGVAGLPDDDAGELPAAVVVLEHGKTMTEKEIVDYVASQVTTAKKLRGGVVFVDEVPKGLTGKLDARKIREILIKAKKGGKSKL
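Purified P. pyralis luciferase (10nM final) with 10uM D-luciferin and 10uM ATP (Km levels) in 50mM Tris acetate pH 7.5, 10mM Mg acetate, 0.01% Tween-20, 0.05% BSA; qHTS 6-point titration, ~60 µM downward; luminescence read.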
uPA generation = qHTS for Inhibitors of Cell Surface uPA Generation | cell surface uPA generation assay, qHTS | Potency, µM (doses to about 38.3 µM), without a hit: top-dose activity change, negative = inhibition, most hits filed as inhibitors | 330,000 compounds, 0.31% hits; active means well fitted inhibition curve with a large enough effect; inconclusive means small, poorly fitted or top-dose-only effect; inactive means no such curve, though single readings can be large or run the other way; tested in mouse RAW 264.7 cells; further: potency means the concentration at half of the fitted maximal effect; on the % scale 0 is the no-effect control and ±100 the full control effect; nearly all actives have a fitted effect of over 55% in size
RORgamma inh = qHTS for inhibitors of ROR gamma transcriptional activity. Nuclear receptor ROR-gamma (Mus musculus), P51450. Drosophila S2 Gal4-RORgamma UAS-luciferase reporter, 20 h. Potency, µM (top dose mostly 53.6 µM), for inactives: at the highest dose activity change, negative = inhibition, most hits filed as inhibitors. 310,000 compounds, 5.4% hits. AID 2551, 2010; further: potency means the concentration at half of the fitted maximal effect; on the % scale 0 is the no-effect control and ±100 the full control effect; nearly all actives have a fitted effect of over 60% in size
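Drosophila S2 cells stably expressing Gal4-DBD/mouse RORγ fusion under metallothionein promoter plus UAS-luciferase; compound 1 h, then 700 uM CuSO4 induction for 20 h at ambient temperature; inhibition read as reduced luminescence.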
Tb PFK block = qHTS Assay to Find Inhibitors of T. brucei phosphofructokinase; Potency, µM (top dose mostly 57.5 µM), inactives show at the top dose activity, negative = inhibition, hits mostly inhibitors; ATP-dependent 6-phosphofructokinase (Trypanosoma brucei brucei), O15648; T. brucei PFK, ADP-Glo luminescence; AID 485367, 2010; 330,000 compounds, 0.17% hits;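 further: potency means the concentration at half of the fitted maximal effect; 0% = uninhibited 1x PFK enzyme wells and -100% = no-enzyme wells; nearly all actives have a fitted effect of over 60% in size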
Target sequence (O15648 whole entry, looked up): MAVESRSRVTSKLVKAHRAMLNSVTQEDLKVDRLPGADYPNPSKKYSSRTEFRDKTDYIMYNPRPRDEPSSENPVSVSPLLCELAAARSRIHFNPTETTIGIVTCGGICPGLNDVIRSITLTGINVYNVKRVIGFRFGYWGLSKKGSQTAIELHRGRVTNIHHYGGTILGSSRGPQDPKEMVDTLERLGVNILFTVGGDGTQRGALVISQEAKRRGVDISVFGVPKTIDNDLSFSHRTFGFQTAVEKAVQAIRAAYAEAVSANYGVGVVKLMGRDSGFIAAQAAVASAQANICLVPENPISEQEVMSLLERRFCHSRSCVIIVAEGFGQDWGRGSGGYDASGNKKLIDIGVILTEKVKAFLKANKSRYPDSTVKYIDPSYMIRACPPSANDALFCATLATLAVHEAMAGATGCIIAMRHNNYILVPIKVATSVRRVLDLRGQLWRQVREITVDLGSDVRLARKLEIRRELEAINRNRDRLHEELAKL
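1.25 nM PFK with 0.5 mM F6P and 0.1 mM ATP in 0.1 M TEA pH 8.0, 5 mM MgCl2, incubated 45 min at room temperature; ADP measured by ADP-Glo luminescence; compounds titrated up to 57 uM.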
Starred values were filed as active, the others as inactive; ? = inconclusive; · = not tested or not shown; [ ] = dose if it differs, or a comment. Unless noted, the call rests on the fitted dose curve; in most records, active means well fitted curve in the direction sought with a large enough effect; inconclusive means small, poorly fitted or top-dose-only effect, or another doubt; inactive means no such curve, though single readings can be large; an effect the other way counts as inactive or inconclusive.

SMILES	KCNH2 3.1 block	ELG1 genotoxic	Coupling enz	NPC1 promoter act	VP16 counter	Rab9 prom act	Giardia killer	FLuc counter	uPA generation	RORgamma inh	Tb PFK block
COC(=O)c1cc2c(N)c(C(=O)c3ccccc3)sc2nc1C(OC)OC	19	-11%	-3	-1%	-7%	2%	-12	?	3%	?	0%
O=C(CN1CCCC1)Nc1c2c(nc3ccccc13)N(Cc1ccccc1)CC2	-6	9%	1	1%	-1%	-3%	14	-5%	-8%	-3%	-9%
Cn1cccc1-c1nc2ccccc2n1C	8	17%	-2	-1%	-16%[10 µM]	2%	-2	-8%	1%	?	-7%
COc1ccc(-c2noc3c2-c2nc(-c4ccc(Cl)cc4)sc2CC3)cc1	-5	-5%	-3	-8%	?	2%	-23	-2%	0%	-2%	-1%
Cc1cc(C)nc(N(C#N)CC(=O)c2ccccc2)n1	21	-2%	-4	1%	-12%	-1%	-6	21µM*	-28%	-36%	7%
CCS(=O)(=O)N1CCC(NC(=O)C(Cc2cccc(OC)c2OC)NC(C)=O)CC1 (centres undefined)	-5	4%	-3	4%	9%	0%	20	-2%	1%	?	0%
CC(=O)NC(=O)COC(=O)/C=C/c1c(C)nn(Cc2c(Cl)cccc2Cl)c1Cl	-2	13%	-1	18%	-12%	-16%	-19	-14%	-10%	4%	-4%
COC(=O)CC1C(=O)NCCN1C(=O)c1ccccc1 (centres undefined)	·	0%	1	-2%	-2%	1%	0	3%	4%	-8%	2%
COC(=O)c1cc(NC(=O)c2ccc([N+](=O)[O-])cc2)c(=O)oc1C	-4	0%	1	-2%	0%	-11%	16	-2%	0%	26%	2%
Cc1cc(/C=C(/C#N)C(=O)O)c(C)n1-c1cccc2ccccc12	1	0%	14	-2%	-7%	-4%	7	?	-8%	-36%	1%
CCOC(=O)C1CN(S(=O)(=O)c2ccc(C)cc2)c2cc(S(=O)(=O)CC)ccc2O1 (centres undefined)	-22	3%	0	-11%	-19%	9%	4	1%	-4%	-31%	5%
O=C1NC(c2ccccc2Cl)=N/C1=C/c1ccco1	9	?	-8	9%	?	?	17	0.3µM*	-2%	-21%	-2%
COc1ccc(CC2S/C(=N/N=C/c3ccccc3O)NC2=O)cc1 (centres undefined)	-14	-8%	2	-2%	?	-2%	-14	?	-5%	5.6µM*	3%
CCOc1cc(/C=N/NC(=O)c2cc(C)[nH]n2)ccc1OC(=O)c1ccc([N+](=O)[O-])cc1	·	-1%	·	-4%	2%	-4%	·	0%	·	2%	-1%
CN1CCN(C(=O)/C=C/c2ccccc2)CC1	2	6%	2	0%	2%	-3%	21	-1%	-1%	6%	0%
CCCOc1ccccc1C(=O)N1CCNC(=O)C1CC(=O)OC(C)C (centres undefined)	1	0%	0	-1%	2%	0%	-17	5%	2%	37%	-7%
O=C(CSc1nnc2scc(-c3ccccc3)n12)Nc1nsc(-c2ccccc2)n1	-27	-27%	3	1%	?	-7%	7	9%	·	15%	-3%
CN(C)c1cccc(C(=O)Nc2ccc(S(=O)(=O)Nc3nccs3)cc2)c1	-4	4%	·	·	·	·	38[activator]	·	5%	·	8%
COc1ccccc1-n1c(CNC(=O)c2ccco2)nnc1SCC(=O)Nc1cc(C)ccc1C	9	-2%	2	1%	3%	-1%	22	1%	8%	1%	0%
Cc1ccc(N(Cc2ccc(C(=O)Nc3c(C)n(C)n(-c4ccccc4)c3=O)cc2)S(C)(=O)=O)cc1C	3	-6%	4	-2%	-1%	-1%	1	5%	6%	-19%	0%

Structures above shown as hits in RORgamma inh:
canonical_smiles,NPC1 promoter act,Rab9 prom act,uPA generation,RORgamma inh,Tb PFK block
COc1ccc(CC2S/C(=N/N=C/c3ccccc3O)NC2=O)cc1 (centres undefined),-2%,-2%,-5%,5.6µM*,3%

Next structures:
SMILES	KCNH2 3.1 block	ELG1 genotoxic	Coupling enz	NPC1 promoter act	VP16 counter	Rab9 prom act	Giardia killer	FLuc counter	uPA generation	RORgamma inh	Tb PFK block
Cc1cc(NC(=O)c2ccccc2)c(Cl)cc1N	0	2%	-1	-11%	20%	-4%	-1	?	-2%	-2%	-1%
C=CC[C@@H](CC(=O)OC(C)(C)C)C(=O)OC[C@@H]1CCCN1C(=O)[C@H](CC=C)CC(=O)NCCO	17	2%	·	·	·	·	-4	·	1%	·	-1%
Fc1ccc(/C=N/n2cnn(Cc3ccccc3Cl)c2=S)cc1	-5	-2%	-2	1%	-9%	4%	20	?	1%	4%	-17%
CC(C)[C@H](NC(=O)OCc1ccccc1)C(=O)OCC(=O)NC1CCCCC1	-1	9%	0	0%	18%	16%	-9	-3%	-1%	34%	2%
CCOc1ccccc1-n1c(SCC(=O)N2CCOCC2)nc2ccccc2c1=O	-2	-1%	4	3%	-7%	-1%	12	0%	-1%	?	-2%
Cc1nc(CSc2ccc(Cl)cc2)cs1	5	14%	-2	6%	?	3%	-7	?	-2%	3%	-9%
Cc1ccc2oc(-c3cccc(NC(=S)NC(=O)/C=C/c4ccco4)c3)nc2c1	-7	15%	-1	29%	10µM*	?	-3	15µM*	-11%	3.5µM*	4%
COc1cc(C(=O)Nc2cnc(NC(=O)C(C)C)cc2C)cc(OC)c1OC	-10	-2%	0	-3%	-4%	0%	-16	3%	2%	-1%	-9%
COc1ccc(N2CCN(C(=O)CCc3ccc(S(=O)(=O)NC(C)(C)C)cc3)CC2)cc1	-1	-1%	5	0%	?	-13%	7	-2%	-5%	?	-6%
O=C(COc1cccc(Br)c1)NN=C1c2ccccc2-c2ccccc21	-21	7%	-1	0%	?	-4%	-13	-2%	2%	20µM*	3%
O=C(CSc1nc2ccccc2c(=O)[nH]1)Nc1ccc([N+](=O)[O-])cc1	3	-12%	·	·	·	·	0	·	-4%	·	-5%
Cc1ccc(-c2cc(C(=O)N/N=C/c3c(C)nn(C)c3C)c3ccccc3n2)cc1C	6	?	0	29%	-6%	?	-9	0.6µM*	-11%	?	-4%
CC(C)(CNC(=O)c1cc([N+](=O)[O-])ccc1N1CCC(Cc2ccccc2)CC1)N1CCOCC1	-42	-6%	·	-4%	·	-12%	-11	2%	?	·	0%
O=C(Nc1ccccc1)Nc1ccc(NC(=O)c2ccccc2O)cc1	-1	0%	-1	5%	5%	7%	-19	-8%	-17%	2%	0%
Cc1cccc(N2CCN(S(C)(=O)=O)CC2)c1C	6	1%	0	-2%	0%	5%	-11	2%	5%	0%	-2%
CCC1CCCCN1S(=O)(=O)c1ccc(C(=O)Nc2nnc(C3CC3)o2)cc1 (centres undefined)	13	-26%	-3	0%	0.32µM*	-3%	-2	0%	-11%	0.32µM*	-14%
Cc1nc(COc2ccc(C(=O)Nc3ccccc3N3CCOCC3)cc2)cs1	6	-5%	-1	0%	-14%	17%	-2	-3%	5%	7%	0%

Fetched by compound from the entries so far, 3 records:
SMILES	KCNH2 3.1 block	ELG1 genotoxic	Coupling enz	NPC1 promoter act	VP16 counter	Rab9 prom act	Giardia killer	FLuc counter	uPA generation	RORgamma inh	Tb PFK block
O=C(CSc1nc2ccccc2c(=O)[nH]1)Nc1ccc([N+](=O)[O-])cc1	3	-12%	·	·	·	·	0	·	-4%	·	-5%
COc1cc(C(=O)Nc2cnc(NC(=O)C(C)C)cc2C)cc(OC)c1OC	-10	-2%	0	-3%	-4%	0%	-16	3%	2%	-1%	-9%
CC(C)[C@H](NC(=O)OCc1ccccc1)C(=O)OCC(=O)NC1CCCCC1	-1	9%	0	0%	18%	16%	-9	-3%	-1%	34%	2%

Single records (already shown). Values in the order: KCNH2 3.1 block	ELG1 genotoxic	Coupling enz	NPC1 promoter act	VP16 counter	Rab9 prom act	Giardia killer	FLuc counter	uPA generation	RORgamma inh	Tb PFK block
Results for O=C(Nc1ccccc1)Nc1ccc(NC(=O)c2ccccc2O)cc1 : -1	0%	-1	5%	5%	7%	-19	-8%	-17%	2%	0%
Results for CCOc1ccccc1-n1c(SCC(=O)N2CCOCC2)nc2ccccc2c1=O : -2	-1%	4	3%	-7%	-1%	12	0%	-1%	?	-2%

This is a random part of the collection (roughly 14% active in at least one column).
